High-throughput results (PubChem)
BLM helicase inh: qHTS Assay for Inhibitors of Bloom's syndrome helicase (BLM); RecQ-like DNA helicase BLM (Homo sapiens), P54132; recombinant BLM DNA unwinding, fluorescence dequenching; Potency, µM (highest dose often 56.1 µM), for inactives: at the highest dose activity change, negative = inhibition, most hits filed as inhibitors; 350,000 compounds, 0.2% hits; AID 2528, 2010;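 also: potency is read from the fitted curve at half-maximal effect; plate controls were vehicle for no effect and no enzyme for full effect; nearly all actives have a fitted effect of over 35% in size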
POLB inh: qHTS Assay for Inhibitors of DNA Polymerase Beta | Potency, µM (doses to about 114 µM), for inactives: top-dose activity change, negative = inhibition, most hits filed as inhibitors | P06746 | 340,000 compounds, 1.3% hits | Pol beta primer extension/strand displacement, fluorescence kinetic; also: potency is read from the fitted curve at half-maximal effect; % is scaled to controls: 0 for no effect and ±100 for the full control effect
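Values derive from four-parameter Hill fits of normalized kinetic data: reads at 0 and 10 min following addition of 50 nM substrate to 10 nM Pol beta preincubated 15 min with compound.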
Anesthetic bind: qHTS Assay for Identification of Novel General Anesthetics; apoferritin/1-aminoanthracene competitive binding, fluorescence; Potency, µM (titrated, usually from 77.5 µM), for the others: at the highest dose activity change, negative = displacement, actives largely listed as inhibitors; 350,000 compounds, 0.074% hits; also: potency is read from the fitted curve at half-maximal effect; % is scaled to controls: 0 for no effect and ±100 for the full control effect; nearly all actives have a fitted effect of over 20% in size
Target sequence (P02791 2-175 limits assumed): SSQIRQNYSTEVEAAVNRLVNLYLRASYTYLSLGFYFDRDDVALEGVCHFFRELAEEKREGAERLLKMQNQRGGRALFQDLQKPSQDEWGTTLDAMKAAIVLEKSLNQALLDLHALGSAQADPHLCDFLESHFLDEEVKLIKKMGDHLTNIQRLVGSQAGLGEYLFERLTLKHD
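Horse-spleen apoferritin (10 uM) in 50% saturated 1-aminoanthracene in PBS was incubated 10 min at room temperature with compound. Fluorescence (ex 380, em 535 nm) was normalized to free and bound 1-AMA, with concentration-response fitted by a four-parameter Hill equation.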
Pol iota inh: qHTS for Inhibitors of Polymerase Iota; Pol iota fluorescent replication assay, 10 min; Potency, µM (top dose mostly 115 µM), without a hit: top-dose activity, negative = inhibition, most hits filed as inhibitors; 390,000 compounds, 1% hits; AID 588590, 2011; also: potency is read from the fitted curve at half-maximal effect
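Fluorescent replication assay read twice, at 0 min and 10 min after adding 50 nM (final) substrate. Enzyme (10 nM) and compounds were first incubated 15 min at room temperature; enzyme-free buffer wells were negative controls.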
Pol eta inh: qHTS for Inhibitors of Polymerase Eta | DNA polymerase eta (Homo sapiens), Q9Y253 | recombinant Pol eta, fluorescent DNA replication assay | Potency, µM (highest dose often 114 µM), for the others: at the top dose activity change, negative = inhibition, usual class: inhibitors | 390,000 compounds, 1.2% hits | AID 588591, 2011; also: potency is read from the fitted curve at half-maximal effect; % is scaled to controls: 0 for no effect and ±100 for the full control effect
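Pol eta (10 nM) was preincubated with compounds for 15 min at room temperature, after which fluorescent replication substrate (50 nM final) was added to start the reaction. Fluorescence was read kinetically at 0 and 10 min.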
LDHA inh: qHTS assay for inhibitors of human lactate dehydrogenase. L-lactate dehydrogenase A chain (Homo sapiens), P00338. purified LDHA, NADH/diaphorase-resazurin fluorescence; hits give low values. activity change, % (values are at about 110 or 230 µM). 480,000 compounds, 0.15% hits. AID 1347041, 2019; in the data active = activity change below about -30%; inconclusive = mostly about -25% to -30%;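 also: plate controls were DMSO wells for no effect and wells without enzyme for full effect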
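Resorufin fluorescence (ex540/em590), read at 0 and 20 min after diaphorase/resazurin addition, reports the NADH left after a 5 min room-temperature reaction of 2 nM human LDH5 with 0.06 mM NADH and 0.2 mM pyruvate.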
Glioma ERSR ind: qHTS for Inducers of the Endoplasmic Reticulum Stress Response (ERSR) in Human Glioma: qHTS; U87-MG GRP78 promoter luciferase reporter, 16 h; 420,000 compounds, 0.02% hits; Potency, µM, for inactives: at the highest dose activation, hits mostly activators; AID 602332, 2012; also: potency is read from the fitted curve at half-maximal effect; series mostly up to about 76 µM; % of control where 0% means no effect; nearly all actives have a fitted effect of over 35% in size
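Stably transfected U87-MG glioma cells carrying a GRP78-based luciferase sensor; 16 h compound incubation. Luminescence end-point read 10 min after Bright-Glo addition at room temperature.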
Pol kappa inh: qHTS for Inhibitors of Polymerase Kappa; DNA polymerase kappa (Homo sapiens), Q9UBT6; purified Pol kappa, fluorescent DNA synthesis assay, 10 min; Potency, µM (titrated, usually from 107 µM), for inactives: at the highest dose activity, negative = inhibition, hits mostly inhibitors; 400,000 compounds, 0.53% hits; AID 588579, 2011; also: potency is read from the fitted curve at half-maximal effect; % is scaled to controls: 0 for no effect and ±100 for the full control effect
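10 nM Pol kappa preincubated 15 min at room temperature with compounds, then reaction started with substrate at 50 nM final. Fluorescence read kinetically at 0 and 10 min; buffer-only wells served as negative control.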
APEX1 inh: qHTS Assay for Inhibitors of the Human Apurinic/apyrimidinic Endonuclease 1 (APE1) | 350,000 compounds, 0.35% hits | recombinant APE1, TAMRA/BHQ-2 abasic DNA cleavage fluorescence | DNA repair nuclease/redox regulator APEX1 (Homo sapiens), P27695 | Potency, µM (titrated, usually from 65.8 µM), for inactives: at the top dose activity change, negative = inhibition, hits mostly inhibitors;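 also: potency is read from the fitted curve at half-maximal effect; plate controls were vehicle for no effect and reference inhibitor for full effect; nearly all actives have a fitted effect of over 55% in size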
Target sequence (P27695 whole entry, looked up): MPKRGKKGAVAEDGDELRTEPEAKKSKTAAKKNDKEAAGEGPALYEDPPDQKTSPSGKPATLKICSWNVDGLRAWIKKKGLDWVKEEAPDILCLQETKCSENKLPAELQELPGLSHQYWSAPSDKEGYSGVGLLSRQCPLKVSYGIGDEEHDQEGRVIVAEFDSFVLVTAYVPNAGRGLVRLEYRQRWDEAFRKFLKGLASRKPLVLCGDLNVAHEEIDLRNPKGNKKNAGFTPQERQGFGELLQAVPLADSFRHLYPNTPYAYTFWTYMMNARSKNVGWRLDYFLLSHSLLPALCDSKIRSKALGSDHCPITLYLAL
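Kinetic fluorescence read (525 ex/598 em nm, three reads 60 s apart) of AP-site incision; signal = third minus first read. Enzyme 0.75 nM, dual-labelled THF duplex 50 nM, compound preincubation 15 min RT.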
Active calls of the source: *; ? = inconclusive; . = no result given; & = joins results of further samples; [ ] = dose if it differs, or a comment. Unless noted, calls follow the shape of the dose curve; as a rule, active = well fitted curve in the direction sought with a large enough effect; inconclusive = small, poorly fitted or top-dose-only effect, or another doubt; inactive = no such curve, though single readings can be large; an effect the other way counts as inactive or inconclusive. The list is partial; rates above refer to the full screens.

| SMILES | Anesthetic bind | Glioma ERSR ind | Pol iota inh | BLM helicase inh | APEX1 inh | Pol eta inh | LDHA inh | Pol kappa inh | POLB inh |
| --- | --- | --- | --- | --- | --- | --- | --- | --- | --- |
| COc1ccc(-n2c(C)cc(C(=O)CSc3nnc(-c4ccoc4C)n3C)c2C)cc1 | ? | -8% | ? | 0% | 0% | 8% | 4 | -7% | 12% |
| O=C(/C=C/c1ccco1)NCc1ccc2c(c1)OCO2 | -14% | -3% | 6% | -13% | -11% | -7% | 1 | -1% | 20µM* |
| CCOC(=O)c1c(-c2ccccc2)csc1NC(=O)c1cc(-c2ccccc2OC)on1 | . | -2% | 86%[activator] | . | . | -14% | -6 | 10% | . |
| Cc1ccc(CCNC(=O)C2CCN(S(=O)(=O)c3ccc4c(c3)oc(=O)n4C)CC2)cc1 | -7% | 7% | 17% | 0% | -8% | -8% | -4 | -3% | 2% |
| Cn1c(=O)c2c3c(sc2n2c(SCc4ccc5c(c4)OCO5)nnc12)COC(C)(C)C3 | -11% | . | . | 2% | -2% | . | . | . | 15% |
| COc1ccccc1N1CCN(C(=O)c2oc3ccccc3c2NC(=O)C(C)Oc2ccccc2)CC1 (centres undefined) | 0% | 2% | -5% | 0% | . | -6% | -7 | 1% | 23% |
| COc1cc2c(C)nc3onc(-c4ccccc4)c3c2cc1OC | -4% | -13% | 15% | 1% | 1% | -10% | -2 | -4% | 8% |
| CC1CCc2nn(CC(=O)NCc3ccc4c(c3)OCO4)cc2C1 (centres undefined) | 2% | -6% | 36%[activator] | -1% | -5% | -19% | -6 | -7% | 4% |
| O=C(C1CC1)N1CCc2cc(Br)cc(S(=O)(=O)N3CCCCCC3)c21 | 3% | -1% | 19% | -11% | -2% | -23% | -5 | 1% | -1% |
| COc1ccc(-n2c(Cn3c(=O)sc4ccccc43)nnc2SCC(=O)N2CCCC2)cc1 | 0% | -3% | 9% | -1% | -2% | -4% | 3 | 18% | 18% |
| Cn1c(-n2cccc2)c(-c2c(-c3ccccc3)[nH]c3c2c(=O)[nH]c(=O)n3C)c(=O)[nH]c1=O | 1% | -4% | 79µM* | -18% | ? | 79µM* | -4 | ? | 16µM* |
| COc1ccc(-n2c(SCc3ccc([N+](=O)[O-])cc3)nnc2-c2ccc(C)cc2)cc1 | ? | 3% | -19% | -11% | 4% | -11% | -12 | -8% | 9% |
| Fc1ccccc1COc1ccc(/C=N/NC(=S)NCc2ccccc2)cc1 | -12% | -3% | -10% | -4% | 1% | -6% | -5 | -5% | 12% |
| CC(=O)N1CCN(c2ccc(S(C)(=O)=O)cc2[N+](=O)[O-])CC1 | -3% | -5% | 165%[activator] | 0% | -4% | -8% | -10 | 3% | 16% |
| CC(=O)N1N=C(c2ccco2)CC1c1ccc(C)cc1 (centres undefined) | -10% | 1% | 33%[activator] | 3% | 1% | -18% | -1 | -20% | 2% |
| c1ccc(-c2nnsc2-c2ccccc2)cc1 | -2% | 0% | 27% | -4% | 36% | -9% | 2 | -6% | -2% |
| COc1ccc(CCNC(=O)Cn2cc(C(F)(F)F)cc(Cl)c2=O)cc1 | -2% | -4% | -21% | 4% | 16% | -11% | -13 | -2% | -2% |
| CCCn1c(C)cc(C(=O)COC(=O)c2cc(S(=O)(=O)NCC(C)C)c(Cl)cc2Cl)c1C | ? | 1% | -17% | -7% | -4% | -22% | 3 | -11% | 9% |
| Cc1cc(C)c(C#N)c(Nc2ccc3c(c2)OCCO3)n1 | -7% | -3% | 3% | -2% | 7% | -10% | -2 | -21% | 10% |
| Cc1cc2c(=O)n(Cc3ccco3)c(SCC(=O)c3ccc(Cl)s3)nc2s1 | -15% | -3% | 4% | -8% | -6% | -6% | -1 | -8% | 8% |

Part of the list above, limited to POLB inh:
compound | POLB inh
CCCn1c(C)cc(C(=O)COC(=O)c2cc(S(=O)(=O)NCC(C)C)c(Cl)cc2Cl)c1C | 9%
COc1cc2c(C)nc3onc(-c4ccccc4)c3c2cc1OC | 8%
O=C(C1CC1)N1CCc2cc(Br)cc(S(=O)(=O)N3CCCCCC3)c21 | -1%

The listing picks up, starting 5 compounds before the break.
| SMILES | Anesthetic bind | Glioma ERSR ind | Pol iota inh | BLM helicase inh | APEX1 inh | Pol eta inh | LDHA inh | Pol kappa inh | POLB inh |
| --- | --- | --- | --- | --- | --- | --- | --- | --- | --- |
| c1ccc(-c2nnsc2-c2ccccc2)cc1 | -2% | 0% | 27% | -4% | 36% | -9% | 2 | -6% | -2% |
| COc1ccc(CCNC(=O)Cn2cc(C(F)(F)F)cc(Cl)c2=O)cc1 | -2% | -4% | -21% | 4% | 16% | -11% | -13 | -2% | -2% |
| CCCn1c(C)cc(C(=O)COC(=O)c2cc(S(=O)(=O)NCC(C)C)c(Cl)cc2Cl)c1C | ? | 1% | -17% | -7% | -4% | -22% | 3 | -11% | 9% |
| Cc1cc(C)c(C#N)c(Nc2ccc3c(c2)OCCO3)n1 | -7% | -3% | 3% | -2% | 7% | -10% | -2 | -21% | 10% |
| Cc1cc2c(=O)n(Cc3ccco3)c(SCC(=O)c3ccc(Cl)s3)nc2s1 | -15% | -3% | 4% | -8% | -6% | -6% | -1 | -8% | 8% |
| COc1cc(Br)cc2cc(C(=O)N3CCN(C(=O)c4ccco4)CC3)c(=O)oc12 | -2% | 2% | 32µM* | -9% | -9% | 79µM* | -11 | ? | 1% |
| COc1cc(C(=O)N2CCN(C(=O)C3CCCO3)CC2)cc(OC)c1OC (centres undefined) | . | 1% | 18% | . | 2% | -1% | -14 | -5% | . |
| O=C(c1csnn1)N1CCC2(CC1)CCN(c1ccncc1)CC2 | . | -4% | . | -8% | 6% | . | . | -11%[60.1 µM] | . |
| Cc1ccc(NC(=O)CC(C)S(=O)(=O)c2ccc3c(c2)NC(=O)CO3)c(Cl)c1 (centres undefined) | -9%&-1% | -5%&-1% | 40%&13%[activator] | -2%&2% | 5% | -21%&-23% | -3&-1 | 0%&-5% | -4%&1% |
| CCN(c1ccccc1)S(=O)(=O)c1ccc(OC)c(NC(=O)CNCCc2ccccc2)c1 | 115%[activator] | -3% | 39%[activator] | 0% | -5% | -6% | -15 | -20% | 3% |
| NC(=O)C1CCCNC1 (centres undefined) | 9% | -2% | 34%[activator] | 0% | -5% | -15% | -6 | -15% | 5% |
| CCCn1nc2cc(C(=O)NCC34CC5CC(CC(C5)C3)C4)ccc2c1OCC | -16% | -4% | 4% | -3% | 1% | -26% | 1 | 5% | 14% |
| CCOC(=O)C1CCCN(C(=O)C(CCSC)NC(=O)COc2ccccc2)C1 (centres undefined) | . | -4% | 8% | . | -4% | -10% | -2 | -15% | . |
| CCOC(=O)COc1cc(N)c(Cl)cc1Cl | -10% | -1% | 16% | -6% | 1% | 2% | 10 | -18% | -23% |
| C=CCn1cc(C(=O)NCCN(CC)CC)c(=O)c2cc(S(=O)(=O)N3CCCCCC3)ccc21 | -18% | -1% | 7% | -8% | -1% | 9% | 0 | -2% | 9% |
| O=C(COC(=O)c1cnccn1)c1ccc(Cl)c([N+](=O)[O-])c1 | 0% | -9% | 149%[activator] | 4% | 9% | -9% | -11 | -7% | -1% |
| CCOC(=O)N1CCN(C(=O)CCC2CCCC2)CC1 | -6% | -2% | -17% | -4% | -3% | -10% | -1 | 8% | -19% |
| COc1ccc(/C=C/c2nc3ccccc3c(=O)o2)cc1 | -3% | -19% | -15% | -4% | 54%[activator] | 3% | -4 | -6% | 1% |
| CCC(=O)N1C(C(=O)O)CSC1c1ccc(OC)cc1 (centres undefined) | 3% | -1% | 1% | 4% | -2% | -11% | 1 | 8% | 21% |
| COc1ccc2cc(C3(C)NC(=O)N(CC(=O)N4CCCCC4)C3=O)ccc2c1 (centres undefined) | . | -3% | 15% | . | -2% | -17% | -10 | -12% | . |
| COc1cc(C(=O)N2CC(C)OC(C)C2)c([N+](=O)[O-])cc1OC (centres undefined) | 4% | -1% | 36%[activator] | 0% | 1% | -13% | 4 | -18% | -2% |
| CC(C)n1nc(C(=O)Nc2nnc(SCc3c(Cl)cccc3Cl)s2)c2ccccc2c1=O | ? | -2% | 20% | -9% | 1% | -16% | 1 | 11% | 2% |
| Oc1ccc(NCc2ccccc2OCc2ccccc2)cc1 | ? | ? | 7.1µM* | ? | ? | ? | 23&32 | -11%&-16% | 5%&-2% |
| O=C(CSc1nnc(-c2ccccc2)n1C1CCCCC1)Nc1ccc(S(=O)(=O)Nc2ccccn2)cc1 | -18% | -2% | -4% | -6% | 12% | -11% | -3 | -7% | -5% |
| COc1ccc(C2SCCN2S(=O)(=O)c2ccccc2)cc1OC (centres undefined) | 4% | -2% | 23% | -4% | 11% | -19% | -2 | -3% | -17% |
| O=[N+]([O-])c1ccc(/C=N/NC2=NS(=O)(=O)c3ccccc32)cc1 | -5% | -4% | -24% | 1% | -1% | -11% | -5 | -18% | -2% |

Full records, quoted from the list. Order of screens: Anesthetic bind | Glioma ERSR ind | Pol iota inh | BLM helicase inh | APEX1 inh | Pol eta inh | LDHA inh | Pol kappa inh | POLB inh
Listed for Cc1ccc(NC(=O)CC(C)S(=O)(=O)c2ccc3c(c2)NC(=O)CO3)c(Cl)c1 (centres undefined) → -9%&-1% | -5%&-1% | 40%&13%[activator] | -2%&2% | 5% | -21%&-23% | -3&-1 | 0%&-5% | -4%&1%
Listed for CCOC(=O)C1CCCN(C(=O)C(CCSC)NC(=O)COc2ccccc2)C1 (centres undefined) → . | -4% | 8% | . | -4% | -10% | -2 | -15% | .
Listed for CC(C)n1nc(C(=O)Nc2nnc(SCc3c(Cl)cccc3Cl)s2)c2ccccc2c1=O → ? | -2% | 20% | -9% | 1% | -16% | 1 | 11% | 2%
